# Compound activity deposited in PubChem BioAssay by several laboratories.
# BoNT A protease – blocks Botulinum neurotoxin A light chain protease; multiplex microsphere protease substrate cleavage, flow cytometry; inhibition, % at 10 µM; 360,000 compounds, 0.17% hits; AID 588499; also: plate controls were buffer without enzyme for full effect and enzyme alone for no effect
# Rv3671c protease – Rv3671c (M. tuberculosis) protease inhibition | inhibition, % at 5.96 µM | 320,000 compounds, 0.048% hits | AID 2606; in the data active = inhibition above about 38%;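 also: extracellular domain of Rv3671c used as enzyme; 0% = enzyme with DMSO and 100% = no enzyme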
# Target sequence (P9WHR9 whole entry, looked up, the tested form may be a part): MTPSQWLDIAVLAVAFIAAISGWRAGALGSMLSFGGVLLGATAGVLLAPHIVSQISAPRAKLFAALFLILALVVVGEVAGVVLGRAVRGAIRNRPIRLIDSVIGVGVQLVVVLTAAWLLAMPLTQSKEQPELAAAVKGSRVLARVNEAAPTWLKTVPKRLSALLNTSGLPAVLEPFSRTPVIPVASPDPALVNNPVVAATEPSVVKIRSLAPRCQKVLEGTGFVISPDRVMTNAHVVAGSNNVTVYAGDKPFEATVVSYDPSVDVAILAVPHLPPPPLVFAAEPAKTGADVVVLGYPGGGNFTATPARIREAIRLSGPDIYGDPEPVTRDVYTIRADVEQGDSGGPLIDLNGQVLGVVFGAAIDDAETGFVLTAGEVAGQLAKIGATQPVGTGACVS
# SSB-PriA inh – inhibitors of Klebsiella pneumoniae PriA binding to SSB C-terminal tail; AlphaScreen SSBct-PriA binding, biotinylated peptide; inhibition, % at 33 µM; 430,000 compounds, 0.6% hits; AID 1272365; in the data active = inhibition mostly above about 37%, no sharp cut-off; inactive = mostly below about 20%;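 also: plate controls were negative control peptide for no effect and reference peptide for full effect; strong numbers were not always called active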
# 3CLpro inhibitor – SARS-CoV 3CLpro protease inhibition | inhibition, % at 6 µM | 290,000 compounds, 0.14% hits | recombinant SARS-CoV 3CLpro, quenched FRET peptide cleavage | P0C6X7; in the data active = inhibition above about 12%
# MazEF act – increases E. coli MazEF RNase cleavage of RNA; activation, % at 20 µM; P0AE70; 350,000 compounds, 0.32% hits; FAM/BHQ RNA-DNA oligo cleavage fluorescence, 5 h; AID 504720; in the data active = activation above about 50%
# Target sequence (P0AE70 whole entry, looked up): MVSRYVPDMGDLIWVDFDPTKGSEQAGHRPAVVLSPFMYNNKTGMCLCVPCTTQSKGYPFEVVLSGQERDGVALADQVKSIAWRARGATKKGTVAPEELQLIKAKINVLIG
# CCHFV vOTU inh – CCHFV vOTU protease inhibition | Pep-AMC fluorescence | inhibition, % at 11.5 µM | 370,000 compounds, 0.55% hits | AID 651958; in the data active = inhibition above about 30%; also: 0% = vehicle wells with enzyme and 100% = no enzyme wells
# Anthrax LF prot – anthrax lethal factor protease inhibition; P15917; multiplex microsphere protease cleavage assay, LF; inhibition, % at 10 µM; 360,000 compounds, 0.12% hits; AID 588501; also: plate controls were buffer without enzyme for full effect and enzyme alone for no effect
# DUSP3 inh – inhibitors of human VHR1 phosphatase (DUSP3); P51452; recombinant VHR phosphatase, pNPP absorbance; inhibition, % at 13.3 µM; 290,000 compounds, 0.52% hits; AID 1654; in the data active = inhibition above about 50%; also: some compounds called inactive have numbers as strong as hits
# Target sequence (P51452 whole entry, looked up): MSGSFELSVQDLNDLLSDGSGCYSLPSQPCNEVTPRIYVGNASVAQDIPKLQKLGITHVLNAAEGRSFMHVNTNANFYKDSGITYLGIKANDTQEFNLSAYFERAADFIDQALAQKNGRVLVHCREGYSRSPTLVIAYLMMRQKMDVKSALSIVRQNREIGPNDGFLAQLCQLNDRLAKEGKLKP
# PrPC surface inh – reduces human prion protein on the cell surface. 370,000 compounds, 0.43% hits. AID 720596. cell surface PrPC, TR-FRET read-out. P04156. inhibition, % at 13.8 µM; in the data active = inhibition above about 24%; also: 0% = median of the test wells and 100% = reference compound wells
# BoNT F protease – inhibitors of Botulinum neurotoxin F light chain protease; Multiplex microsphere protease cleavage assay, flow cytometry; inhibition, % at 10 µM; 360,000 compounds, 0.22% hits; AID 588497; in the data active = inhibition above about 35%, passing the limit was not always enough; inconclusive = no clear call, values can overlap the other calls; also: plate controls were buffer without enzyme for full effect and enzyme alone for no effect
# * marks the source's active call; other numbers are inactive results; ? = inconclusive; / = no result given. Rule as the data show it, unless noted: active = inhibition above about 30%; inconclusive = no clear call, values can overlap the other calls; inactive = below that. An excerpt; count on the stated rates, not on these rows.
canonical_smiles,Rv3671c protease,DUSP3 inh,CCHFV vOTU inh,Anthrax LF prot,PrPC surface inh,BoNT F protease,BoNT A protease,SSB-PriA inh,3CLpro inhibitor,MazEF act
O=C(NCCCCCNC(=O)c1ccccn1)c1ccccn1,-5,12,-2,-4,-2,0,0.1,6,2,-24
COc1ccccc1NC(=O)COC(=O)c1c(NC(C)=O)sc(C)c1C,/,/,0,-6,-3,-3,-0.5,/,/,6
O=C(CNC(=O)c1ccc(F)cc1)NCc1ccccn1,3,/,-6,-5,-4,8,0.3,1,/,-6
COc1cc(OC)cc(C(=O)NC(=S)Nc2ccc3oc(=O)ccc3c2)c1,9,14,5,-2,-6,-1,-0.3,0,-5,12
CCOC(=O)C1CCN(CC(C)(C)NS(=O)(=O)c2ccccc2)CC1,3,7,3,20,-4,-11,-1.9,-11,-3,1
Cc1ccc(Cn2nc(C)c(C(=O)N3CCN(S(=O)(=O)/C=C/c4ccccc4)CC3)c2C)cc1,4,/,5,-3,-5,5,3.3,-5,/,0
CCNC(=O)C1(C)CCN(Cc2cccc(C(F)(F)F)c2)C1 (centres undefined),/,/,5,2,0,6,-0.2,/,/,/
COc1cccc(NC(=O)c2oc3ccccc3c2NC(C)=O)c1,-4,7,/,0,/,9,1.3,-3,0,1
COc1ccc(N(CC(=O)NCc2ccco2)S(C)(=O)=O)c(OC)c1,7,-17,6,0,-5,2,-0.2,-2,0,-1
COc1ccc(N(CC(=O)NCc2cccs2)S(=O)(=O)c2ccc(C(C)=O)cc2)cc1,/,/,3,0,-4,1,0.1,/,/,1
COC(C[C@@H](O)[C@H](C)[C@@H](O)COCc1ccccc1)OC,/,11,-11,-6,3,1,-0.5,1,/,-1
c1ccc(SCc2nc3ccccc3s2)nc1,11,21,-2,-18,0,-13,1.2,-24,1,3
O=C(NCc1ccccc1C(F)(F)F)C1CC(c2ccccc2[N+](=O)[O-])=NO1 (centres undefined),-4,16,10,-6,-16,-1,-0.1,11,2,6
S=c1[nH]nc(C2CC2c2ccc(Cl)cc2)n1-c1ccc(Cl)cc1 (centres undefined),-3,-8,6,0,0,3,-0.4,4,5,-3
Cc1nn(CC(=O)Nc2nc3ccccc3s2)c(C)c1[N+](=O)[O-],-2,41,-2,-6,6,4,0.6,-5,3,2
OC(COCc1ccco1)CN1CCN(c2ccccc2)CC1 (centres undefined),6,-5,6,-1,2,19,2.9,-2,-6,-4
CCn1c(Cc2ccccc2)nnc1SCC(=O)Nc1ccccc1F,2,26,-5,-1,-3,3,-0.7,-15,2,2
COc1cccc(Nc2nc(C(N)Cc3ccc(C(F)(F)F)cc3)cs2)n1 (centres undefined),/,/,14,-8,6,-31,-0.5,/,/,/
COc1ccc2oc(=N)c(C(=O)Nc3cccc(C)c3C)cc2c1,-2,17,-8,-8,-5,?,-3.4,-6,1,13
CN(CC(=O)Nc1ccc(Cl)cc1)CC(=O)Nc1ccc(F)c(F)c1F,-4,26,-13,0,4,-5,-1.0,-1,3,5
Cc1cccc(N2CCN(C(=O)C3CCCCC3)CC2)c1C,-9,13,-1,1,7,0,0.3,-4,-3,5
COC(=O)CSc1ccc2nnc(-c3ccc(OC)c(OC)c3)n2n1,-7,30,4,-4,0,0,-1.0,-9,-1,5
C/C(=C\COc1ccc2ccc(=O)oc2c1)CC[C@@H](O)C(C)(C)O,3,/,-26,-4,-4,-3,0.0,-9,/,-2
COc1ccccc1CN1CC(C(=O)N(C)Cc2ccc(C)o2)CCC1=O (centres undefined),-2,-20,-10,2,-4,6,-0.2,1,-8,-4
Cc1cccnc1Nc1nc(-c2ccccn2)cs1,6,16,8,1,24,-1,-1.5,68*,2,7
CCC(=O)Nc1ccc(C(=O)NNC(=O)c2ccc(Cl)cc2)cc1,/,-11,-6,-5,0,-10,-0.4,-2,5,3
Nc1ncnc2nc(SCCc3ccccc3)[nH]c12,-2,-1,26,-2,2,1,2.2,-11,4,4
CCOc1cccc(C(=O)NC2=NCCS2)c1,/,19,-12,-8,9,13,-2.1,-9,-1,-5
CCN1CCN(C(=O)CN2C(=O)c3ccccc3S2(=O)=O)CC1,0,/,3,1,5,21,7.2,-8,/,1
CCN(CC)CCCN=C1N[C@@H](c2ccccc2)C(C(=O)OC)=C(C)N1CC,-14,21,3,-4,1,-6,0.3,-5,-4,4
COc1ccnc(Oc2ccc(F)cc2)c1C(=O)N/C=N/OCc1ccccc1,2,2,0,2,8,-1,-0.5,/,-3,3
CSc1cccc(N2CC(C(=O)N(Cc3nnc(-c4ccccc4Cl)o3)C3CC3)CC2=O)c1 (centres undefined),-12,-17,-2,1,-2,2,-2.1,1,1,0
Cc1ccc(S(=O)(=O)NC(CC(C)C)C(=O)Nc2nccs2)cc1 (centres undefined),-5,15,1,0,-2,5,0.6,7,1,2
CCOC(=O)C1=C[C@@H](C(C)C)N(S(=O)(=O)c2ccc(C)cc2)[C@H]1c1ccccc1F,/,/,6,4,8,-9,0.0,/,/,/
CCN(CC)S(=O)(=O)c1cccc(NC(=O)CN2C(=O)c3ccc([N+](=O)[O-])cc3C2=O)c1,7,34,-2,0,-27,2,-0.7,14,5,4
O=C(CCNS(=O)(=O)c1ccc(Br)cc1)NNC(=O)C1COc2ccccc2O1 (centres undefined),2,/,-4,-2,-24,-11,-0.9,-14,/,-7
Cc1ccc(NC(=O)CSc2nnc(-c3cnccn3)n2C)cc1C,1,2,5,2,-4,-11,-2.1,2,1,14
Cc1c(CN(C)C)c2c(n1Cc1ccccc1)C(=O)c1ccc(Br)cc1-2,2,24,12,-9,-17,-25,-2.1,72,-12,14
CC(=O)NS(=O)(=O)c1ccc(NS(=O)(=O)c2ccccc2[N+](=O)[O-])cc1,-6,5,-4,-1,6,7,0.1,5,6,3
CC(=O)N1c2ccccc2C(CBr)=CC1(C)C,5,8,4,5,-4,-2,0.3,-3,1,12

# Whole records as entered above:
# Entry for COc1cccc(NC(=O)c2oc3ccccc3c2NC(C)=O)c1 : Rv3671c protease = -4; DUSP3 inh = 7; CCHFV vOTU inh = /; Anthrax LF prot = 0; PrPC surface inh = /; BoNT F protease = 9; BoNT A protease = 1.3; SSB-PriA inh = -3; 3CLpro inhibitor = 0; MazEF act = 1
# Entry for COC(C[C@@H](O)[C@H](C)[C@@H](O)COCc1ccccc1)OC : Rv3671c protease = /; DUSP3 inh = 11; CCHFV vOTU inh = -11; Anthrax LF prot = -6; PrPC surface inh = 3; BoNT F protease = 1; BoNT A protease = -0.5; SSB-PriA inh = 1; 3CLpro inhibitor = /; MazEF act = -1
# Entry for CC(=O)N1c2ccccc2C(CBr)=CC1(C)C : Rv3671c protease = 5; DUSP3 inh = 8; CCHFV vOTU inh = 4; Anthrax LF prot = 5; PrPC surface inh = -4; BoNT F protease = -2; BoNT A protease = 0.3; SSB-PriA inh = -3; 3CLpro inhibitor = 1; MazEF act = 12

# Other results
canonical_smiles,Rv3671c protease,DUSP3 inh,CCHFV vOTU inh,Anthrax LF prot,PrPC surface inh,BoNT F protease,BoNT A protease,SSB-PriA inh,3CLpro inhibitor,MazEF act
COc1ccc(CNCCc2c[nH]c3ccccc23)c(OC)c1OC,-2,6,6,15,-3,?,3.4,6,0,3
COCCN1C(=O)N[C@@H](c2cccc(C(F)(F)F)c2)C(C(=O)OC)=C1C,6,/,/,-6,/,-2,0.2,0,/,-2
COc1ccccc1NC(=O)C1=C(C)Nc2nnnn2C1c1cc(Br)ccc1OC (centres undefined),-2,27,0,-2,1,-5,-3.9,-7,4,-2
COc1ccc(NC(=O)c2ccc3[nH]c(=O)c(=O)[nH]c3c2)c(OC)c1,-4,15,14,-3,-6,-16,0.1,-6,-3,13
CCc1ccccc1Nc1nc(N)nc(CSc2nnc3ccccn23)n1,5,33,-6,-6,-2,0,0.7,-1,1,5
COc1ccc(CCNC(=O)C2CCN(S(=O)(=O)c3c(C)noc3C)CC2)cc1OC,-1,11,-2,1,7,3,0.7,-9,2,0
O=C1OCCN1C(=O)[C@H]1[C@H](c2ccc(Cl)cc2)C(c2cccc(Cl)c2)=NN1c1ccc(Br)cc1,/,/,-238,4,-2,-1,0.7,-16,/,-20
Cc1cccc(NC(=O)c2nc[nH]c2C(=O)Nc2ccccc2F)c1,/,/,3,-2,-6,2,-0.3,/,/,-3
O=C(CNC(=O)c1ccc(Cl)cc1)NC1CCCCC1,-2,2,-5,2,2,-2,0.4,-7,2,-24
COc1ccc(NS(=O)(=O)c2cc(NC(=O)C3CCCO3)ccc2N2CCCC2)cc1 (centres undefined),5,26,-1,-1,6,1,-0.2,3,4,4
Cc1csc(NC(=O)CCn2c(=O)oc3ccccc32)n1,1,9,13,-6,1,3,0.3,-5,3,4
COC(=O)c1cc(COC(=O)c2cccnc2SC)oc1C,0,26,-4,4,0,0,0.5,-31,-6,4
CCC(NC(=O)Nn1cnnc1)(C(F)(F)F)C(F)(F)F,-10,9,6,2,3,7,0.2,-5,1,7
CCCCn1c(SCC(=O)N2CCOCC2)nc2ccccc2c1=O,1,21,6,-3,-7,7,0.8,-3,1,6
COc1ccc(C(=O)NCC(=O)NCC2(N(C)C)CCCCC2)cc1OC,-2,35,1,-8,-2,2,-0.6,-11,3,3
O=C(NC1CCSc2ccccc21)c1cc(S(=O)(=O)N2CCOCC2)ccc1F (centres undefined),-7,16,2,-2,4,-2,0.9,4,3,2
COc1cccc(C(=O)Nc2cc(C(=O)NCc3ccc(C)cc3)ccc2N2CCC3(CC2)CC(c2cccc(Br)c2)=NO3)c1,-5,/,2,-8,-4,2,-0.5,-23,/,-33
COc1ccc(C(=O)CN2C(=O)c3ccccc3S2(=O)=O)cc1Br,-25,1,-4,1,5,2,1.0,-2,-4,-8
C=CCn1c(-c2ccccc2)nc2nc3ccccc3nc21,-2,-22,-27,-1,-11,4,-0.7,-15,-10,1
O=c1ccc(NS(=O)(=O)c2ccc(Cl)cc2)cn1Cc1ccc(Cl)c(Cl)c1,-1,12,19,-1,0,-10,-3.5,2,5,-5
Cc1cc(NC(=O)CCC(=O)N(CC(=O)NC2CCCC2)Cc2ccc(F)cc2)no1,-2,-5,4,4,-5,-3,-0.3,-16,0,1
O=[N+]([O-])c1ccc(NC(c2ccccc2)c2ccc3cccnc3c2O)cc1 (centres undefined),/,/,5,-1,-3,-6,0.5,7,/,-3
O=C(COc1ccccc1F)Nc1c2c(nn1-c1ccccc1)CS(=O)(=O)C2,-6,18,9,1,0,5,1.6,-15,1,5
COc1ccc(Cn2nc(-c3ccccc3)c(N3CCCCC3)cc2=O)cc1,1,19,6,3,0,1,-0.1,7,8,2
CC(NC(=O)COC(=O)C1CCN(c2ccc(C(F)(F)F)cn2)CC1)c1ccc(F)cc1 (centres undefined),-2,/,17,0,8,-1,0.3,-4,/,-4
C[C@H](CO)N1C[C@H](C)[C@@H](CN(C)C(=O)Nc2ccccc2)Oc2c(NC(=O)Nc3ccc(C(F)(F)F)cc3)cccc2C1=O,-63,/,22,-1,9,-4,-0.2,2,/,7
CN1CCN(CCNC(=O)c2cn(Cc3ccccc3F)nn2)CC1,5,25,-12,0,-4,-8,-0.3,4,-3,-6
CC(C)CSc1nnc(N)s1,-6,12,-7,3,-5,8,-0.5,-11,-2,0

# A section from further up:
canonical_smiles,Rv3671c protease,DUSP3 inh,CCHFV vOTU inh,Anthrax LF prot,PrPC surface inh,BoNT F protease,BoNT A protease,SSB-PriA inh,3CLpro inhibitor,MazEF act
Cc1cc(NC(=O)CCC(=O)N(CC(=O)NC2CCCC2)Cc2ccc(F)cc2)no1,-2,-5,4,4,-5,-3,-0.3,-16,0,1
O=[N+]([O-])c1ccc(NC(c2ccccc2)c2ccc3cccnc3c2O)cc1 (centres undefined),/,/,5,-1,-3,-6,0.5,7,/,-3
